PriA SSB inh: inhibitors of Klebsiella pneumoniae PriA binding to SSB C-terminal tail; AlphaScreen SSBct-PriA binding, biotinylated peptide; inhibition, % at 33 µM; actives 0.6% (n = 430,000); AID 1272365; in the data active = inhibition mostly above about 37%, no sharp cut-off; inactive = mostly below about 20%;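 note: plate controls were negative control peptide for no effect and reference peptide for full effect; strong numbers were not always called active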
* hit, by the source's call; & = joins results of further samples.

The first 6 records as a preview:
O=C(NCCOc1ccccc1)N(Cc1ccccn1)Cc1ccco1 was read as PriA SSB inh 3.0.
For CSc1ccccc1CN1CCC(CNC(=O)c2ccc(Cl)cc2)CC1 the results were PriA SSB inh -13.0.
`C[C@H](Oc1ccccc1)C(=O)N1CCC(c2nnc(-c3ccsc3)o2)CC1` gave PriA SSB inh -8.0.
For Cn1nnc2c(N3CC(C(=O)NCc4cccs4)C3)ncnc21 the results were PriA SSB inh -4.0.
Cc1cc(C)c(C(=O)Cn2cccc(-c3nc(C4CC4)no3)c2=O)cc1C was read as PriA SSB inh -7.0.
For O=C(Nc1nccs1)C1CCN(c2ccc(-c3ccc(F)cc3)nn2)CC1 the results were PriA SSB inh -11.0.

The listing, repeating the preview:
O=C(NCCOc1ccccc1)N(Cc1ccccn1)Cc1ccco1 was read as PriA SSB inh 3.0.
For CSc1ccccc1CN1CCC(CNC(=O)c2ccc(Cl)cc2)CC1 the results were PriA SSB inh -13.0.
`C[C@H](Oc1ccccc1)C(=O)N1CCC(c2nnc(-c3ccsc3)o2)CC1` gave PriA SSB inh -8.0.
For Cn1nnc2c(N3CC(C(=O)NCc4cccs4)C3)ncnc21 the results were PriA SSB inh -4.0.
Cc1cc(C)c(C(=O)Cn2cccc(-c3nc(C4CC4)no3)c2=O)cc1C was read as PriA SSB inh -7.0.
For O=C(Nc1nccs1)C1CCN(c2ccc(-c3ccc(F)cc3)nn2)CC1 the results were PriA SSB inh -11.0.
COc1ccc(C=NN=C(N)c2nonc2N)cc1OC was read as PriA SSB inh -3.2.
`Cc1ccc(NN=C/C=C/c2ccco2)cc1` gave PriA SSB inh -4.8.
For CCOC(=O)C1C(=NO)CC(C)(O)C(C(=O)OCC)C1c1ccc(OC)c(OC)c1 (stereo not drawn) the results were PriA SSB inh -0.5.
Screening Cc1cccc(C=NNC(=O)c2ccc(NC(=O)c3ccccc3C)cc2)n1 returned PriA SSB inh -15.8.
`Cc1noc(C)c1CC(=O)NCC1CCN(C(=O)c2ccoc2)CC1` gave PriA SSB inh -11.0.
Screening Cc1cc(NC(=O)c2cnc3scc(C)n3c2=O)no1 returned PriA SSB inh -1.0.
`O=C(NN=Cc1cccnc1)c1cc2ccccc2o1` gave PriA SSB inh -2.5.
For O=C(NCCn1nc(-c2cccnc2)ccc1=O)c1ccc(C(F)(F)F)cc1 the results were PriA SSB inh 0.0.
Screening Cc1cc(C)c2nc(N(Cc3ccco3)C(=O)CCCS(=O)(=O)c3ccccc3)sc2c1 returned PriA SSB inh -31.0.
`Cc1nnsc1C(=O)N1CCN(c2cc(-n3cccc3)ncn2)CC1` gave PriA SSB inh 5.0.
CC(=O)NNC(=O)c1cccn(Cc2ccc(F)cc2)c1=O was read as PriA SSB inh -1.0.
`CCC(=NO)c1c(O)c2c(n(-c3ccccc3)c1=O)CCCC2` gave PriA SSB inh -3.7.
O=C(CCn1c(CO)nc2ccccc21)c1ccccc1 was read as PriA SSB inh 1.0.
`O=C(NCC1(O)CCCC1)c1ccco1` gave PriA SSB inh -23.0.
C/C(C=Nn1c(-c2ccco2)n[nH]c1=S)=C/c1ccccc1 was read as PriA SSB inh 22.6.
Screening Cc1cc(C)cc(OCC(=O)NCCOc2ccc(F)cc2)c1 returned PriA SSB inh -12.0.
`Clc1ccccc1COc1ccc(C=Nn2cnnc2)cc1` gave PriA SSB inh -2.8.
`O=C(NCc1ccc(F)cc1)NCC1CCN(c2cnccn2)CC1` gave PriA SSB inh -1.0.
O=c1c(=Cc2ccc([N+](=O)[O-])cc2)sc2n1CCCN=2 was read as PriA SSB inh -24.4.
COc1cccc(C=NNc2c(Cl)cncc2Cl)c1O was read as PriA SSB inh -5.2.
`CC(O)(CNS(=O)(=O)c1cccs1)c1ccc2c(c1)OCO2` (stereo not drawn) gave PriA SSB inh 3.0.
`CCN(CC)CCN(C(=O)c1ccc(S(=O)(=O)N(C)Cc2ccccc2)cc1)c1nc2ccc(F)cc2s1` gave PriA SSB inh -6.0.
O=C(NN=Cc1cccnc1)c1ccccc1NS(=O)(=O)c1cccs1 was read as PriA SSB inh -7.8.
C=CCSc1nnc(-c2ccccc2NC(=O)c2ccc(S(C)(=O)=O)cc2)o1 was read as PriA SSB inh 8.0.
Screening Cc1nn(C)c(C)c1C(=O)NC[C@](C)(O)c1cc2ccccc2s1 returned PriA SSB inh -5.0.
For Cn1cccc1C(CNS(=O)(=O)Cc1ccc(F)cc1)N1CCc2ccccc2C1 (stereo not drawn) the results were PriA SSB inh 8.0.
Screening O=C(NCC1CCN(Cc2cccs2)CC1)Nc1cccc(C(F)(F)F)c1 returned PriA SSB inh -9.0.
Screening CCCCOC(=O)CCCCCN1C(=O)S/C(=C/c2ccc(OC)cc2)C1=S returned PriA SSB inh 12.0.
For O=C(CCc1ccccc1)NCCn1ncc2c(N3CCN(Cc4ccccc4)CC3)ncnc21 the results were PriA SSB inh 2.0.
For O=C(O)CCN1CCN(S(=O)(=O)c2ccc(Cl)cc2)CC1 the results were PriA SSB inh -9.0.
`CSc1ccc(CCC(=O)N[C@H]2CCN(c3ccccn3)C2)cc1` gave PriA SSB inh -6.0.
`O=C(NCCOc1cc(N2CCOCC2)ncn1)Nc1ccccc1` gave PriA SSB inh -7.0.
C=CCn1c(SCCC(=O)Nc2nc(-c3ccccc3)ns2)nc2scc(-c3ccc(F)cc3)c2c1=O was read as PriA SSB inh -3.0.
For O=C(Cc1ccc(-n2c(=O)[nH]c3ccsc3c2=O)cc1)N1CCC(N2CCCCC2)CC1 the results were PriA SSB inh -3.0.
For COc1cc(S(=O)(=O)Nc2ccc(Nc3nc(C)cc(N4CCCC4)n3)cc2)c(C)cc1C the results were PriA SSB inh -11.0.
Screening COc1ccccc1NC(=O)CC1SC(=NN=C(C)C2CCCCC2)NC1=O (stereo not drawn) returned PriA SSB inh 6.5.
`Cc1ccc(S(=O)(=O)/C(C#N)=C/N2CCN(c3cccc(C(F)(F)F)c3)CC2)cc1` gave PriA SSB inh -3.0.
CSc1ncccc1C(=O)Nc1ccc2c(c1)N(C(=O)c1ccco1)CC2 was read as PriA SSB inh -3.0.
Screening NC(=NOC(=O)COc1ccc(Br)cc1)c1cccnc1 returned PriA SSB inh -2.1.
Cc1cc(N2CCC(NC(=O)c3ccsc3)CC2)n[nH]1 was read as PriA SSB inh 0.0.
O=C(Nc1ccc(C(F)(F)F)cc1)C(=O)NC1CCCC1 was read as PriA SSB inh -1.0.
For COc1ccc(S(=O)(=O)CCC(=O)Nc2ccc(Cl)c3ncsc23)cc1 the results were PriA SSB inh -21.0.
For CCOC(=O)N1CCN(S(=O)(=O)c2ccc(C(=O)Nc3nc(-c4ccc(Cl)s4)cs3)cc2)CC1 the results were PriA SSB inh -20.0.
For Cc1ccc(-c2ccnc3c(C(=O)NCc4ccc5c(c4)OCO5)cnn23)cc1C the results were PriA SSB inh -6.0.
`O=C(Nc1cccc(-c2nc3ccccc3o2)c1)c1ccc2ncsc2c1` gave PriA SSB inh -27.0.
COc1cc2c(cc1OC)C(=CC(=O)c1ccc([N+](=O)[O-])c(C)c1)NCC2 was read as PriA SSB inh -2.1.
O=C(NCCn1nc(-c2cccnc2)ccc1=O)c1ccc(Cl)cc1 was read as PriA SSB inh -7.0.
Screening Cc1cc2cc(CNC(=O)COc3ccc4ccccc4c3)ccc2n1C returned PriA SSB inh -8.0&-3.0.
CNC(=O)Cc1csc(N)n1 was read as PriA SSB inh -5.0.
CCOC(=O)c1c(NC(=O)CSc2nnc3scc(-c4ccc(Cl)cc4)n23)sc2c1CCCC2 was read as PriA SSB inh -6.0.
CCCS(=O)(=O)N1CCc2ccc(NC(=O)c3cccc4ccccc34)cc2C1 was read as PriA SSB inh 1.0.
For Cc1cccc(NC(=O)N2C[C@H]3C[C@H](C2)c2cccc(=O)n2C3)c1 the results were PriA SSB inh -13.8.
For COc1ccc(OC)c(C=NN=C2SCC(=O)N2Cc2ccco2)c1 the results were PriA SSB inh 12.6.
O=S(=O)(NN=Cc1ccc(Cl)cc1)c1ccc(Cc2ncc(C(F)(F)F)cc2Cl)s1 was read as PriA SSB inh -31.0.
Cc1cc(C(=O)Nc2nnc(-c3ccc4c(c3)OCO4)o2)no1 was read as PriA SSB inh -21.0.
`CCOC(=O)CCC(=O)N1CCN(c2ncnc3c2nnn3CC)CC1` gave PriA SSB inh -10.0.
CCn1nccc1C(=O)Nc1nc(-c2cc3cc(OC)ccc3o2)cs1 was read as PriA SSB inh -6.0.
O=C1C(Nc2ccc(O)cc2)=CC(=NS(=O)(=O)c2cccs2)c2ccccc21 was read as PriA SSB inh 75.8*.
O=C1CSC(=N/N=C/c2ccco2)N1c1ccccc1 was read as PriA SSB inh inactive.
Screening COCCNC(=O)NCCCn1ccc2cccnc21 returned PriA SSB inh -16.0.
Screening CN1C(=O)CCc2cc(NC(=O)c3c(F)cccc3Cl)ccc21 returned PriA SSB inh 7.0.
`Cc1cccc(NC(=O)NCc2ccnc(N3CCOCC3)n2)c1C` gave PriA SSB inh -29.0.
O=C(NC[C@H](O)c1ccoc1)c1cc(-c2ccccc2)on1 was read as PriA SSB inh -6.0.
For Cc1ccc(-c2csc3ncnc(Oc4ccc(NC(=O)c5cccs5)cc4)c23)cc1 the results were PriA SSB inh -5.0&20.0.

Continued (three carried over from the part before).
`Cc1cccc(NC(=O)NCc2ccnc(N3CCOCC3)n2)c1C` gave PriA SSB inh -29.0.
O=C(NC[C@H](O)c1ccoc1)c1cc(-c2ccccc2)on1 was read as PriA SSB inh -6.0.
For Cc1ccc(-c2csc3ncnc(Oc4ccc(NC(=O)c5cccs5)cc4)c23)cc1 the results were PriA SSB inh -5.0&20.0.
Screening CCOc1ccc(S(=O)(=O)N2CCCC(c3nnc(-c4cccs4)o3)C2)cc1 (stereo not drawn) returned PriA SSB inh 1.0.
`COc1cccc2cc(C(=O)N(CCc3cccs3)Cc3ccoc3)oc12` gave PriA SSB inh -2.0.
O=C(CCn1ccc(=O)[nH]c1=O)NCCn1cnc2ccsc2c1=O was read as PriA SSB inh -11.0.
Screening O=C(NCCc1ccccc1)c1ccc(CSc2ccccc2)o1 returned PriA SSB inh -4.0.
O=[N+]([O-])c1ccccc1C=NN1CCN(c2ccc(Cl)cc2)CC1 was read as PriA SSB inh -5.4.
For CCn1ccc(C(=O)Nc2nnc(-c3ccc(S(=O)(=O)N(C)C)cc3)o2)n1 the results were PriA SSB inh 2.0.
`CCOc1ccc(C(=O)Nc2nnc(SCC(=O)Nc3nccs3)s2)cc1` gave PriA SSB inh 6.0.
COc1coc(C(=O)Nc2ccc(NC(C)=O)cc2)cc1=O was read as PriA SSB inh -7.0.
Screening COc1ccc(C(C)=NNC(=S)Nc2cc(C)ccc2C)cc1 returned PriA SSB inh 16.2.
O=c1[nH]cnc2c1cnn2-c1cccc(Cl)c1 was read as PriA SSB inh -11.0.
Screening N#C/C(=C\N1CCN(c2cccc(C(F)(F)F)c2)CC1)C(=O)NCc1ccco1 returned PriA SSB inh -2.0.
Cc1c(C(=O)NCc2cccnc2)nnn1-c1ccc(C(C)C)cc1 was read as PriA SSB inh 10.0.
For CC(=O)Nc1ccc(S(=O)(=O)Nc2ccc3c(c2)N(C)C(=O)C(C)(C)CO3)c(C)c1 the results were PriA SSB inh -3.0.
Screening CCn1nc(C)cc1C(=O)Nc1nc2c(C)ccc(Cl)c2s1 returned PriA SSB inh -7.0.
Screening Cc1cc(C(F)(F)F)nc(CCNC(=O)C(C)(C)Oc2ccc(Cl)cc2)n1 returned PriA SSB inh -8.0.
CCC1CCCCN1C(=O)C(=O)c1cn(CC(=O)N2CCCC2)c2ccccc12 (stereo not drawn) was read as PriA SSB inh -7.0.
Screening COc1cc(C(=O)Oc2ccc(C=NC34CC5CC(CC(C5)C3)C4)cc2)cc(OC)c1OC returned PriA SSB inh -6.0.
Nc1[nH]n(-c2ccccc2)c(=O)c1N=Nc1cccc2ccccc12 was read as PriA SSB inh 21.0.
`O=C(NCC1CCN(C(=O)Nc2ccc(F)cc2)CC1)C1c2ccccc2Oc2ccccc21` gave PriA SSB inh -20.0.
For CC(=O)c1c(C)oc2ccc(N(C(=O)Oc3ccccc3)S(=O)(=O)c3ccc(F)cc3C)cc12 the results were PriA SSB inh -8.0.
`CCn1c(SCC(=O)Nc2ccc(OC)c(OC)c2)nnc1-c1cccn(C)c1=O` gave PriA SSB inh -9.0.
For COC(=O)c1ccc(C(=O)N2CC(S(=O)(=O)c3ccc(Cl)cc3)C2)cc1 the results were PriA SSB inh -7.0.
For CC(=O)c1sc(NC(=O)CCCS(=O)(=O)c2ccc(Cl)cc2)nc1C the results were PriA SSB inh -4.0.
`CN(C)c1ccc(CCNC(=O)COc2ccc(F)cc2)cc1` gave PriA SSB inh 1.0.
For CCOc1ccc(-c2nc(SCC(=O)Nc3nccs3)c(-c3ccc(F)cc3)[nH]2)cc1 the results were PriA SSB inh -8.0.
For O=C(Cc1cc(=O)[nH]c(SCc2ccccc2F)n1)NCCC1=CCCCC1 the results were PriA SSB inh 2.0.
`Cc1ccc2nc(SCC(=O)N3CCc4ccccc43)nc(=O)n2c1` gave PriA SSB inh 2.0.
COC(=O)/C=C\C(=O)Nc1ccc(O)c(C(=O)O)c1 was read as PriA SSB inh -1.0.
Screening Cn1c(C(F)(F)F)nn(CC(=O)Nc2ccc3c(c2)OCCO3)c1=O returned PriA SSB inh 5.0.
CC(C)=CCOc1ccc2c(c1)O/C(=C\c1cccc(F)c1)C2=O was read as PriA SSB inh -17.0.
CC(=NN1CCN(Cc2ccc(Cl)cc2)CC1)c1ccc(F)cc1 was read as PriA SSB inh 2.8.
For CSc1ccccc1C(=O)Nc1ccc(-n2nnn(C)c2=O)cc1 the results were PriA SSB inh 1.0.
`COc1ccc(C=NN=C2SC(CC(=O)O)C(=O)N2c2ccccc2)cc1` (stereo not drawn) gave PriA SSB inh -11.9.
Screening O=C(O)c1cccc(Nc2ncnc3c2oc2ccccc23)c1 returned PriA SSB inh 3.0.
Screening O=Cc1ccc2nccnc2c1 returned PriA SSB inh -6.0.
`CSc1cccc(-n2nnc(C(=O)OCc3cc(C)ccc3C)c2C)c1` gave PriA SSB inh -51.0.

Screening results deposited in PubChem by Small Molecule Screening Facility, UW Madison.

The list is partial (hit frequency here may not be typical).
